Screening data: PubChem BioAssay, Sanford-Burnham Center for Chemical Genomics
SENP7 block – inhibitors of human SENP7 protease | recombinant SENP7, Z-RLRGG-aminoluciferin luminescence, 40 min | inhibition, % at 5 µM | 1.5% of 330,000 active;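 active means inhibition above about 50% at the single test dose, limit read from the data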;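 further: plate controls were DMSO with enzyme for no effect and no enzyme buffer wells for full effect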
Target sequence (Q9BQF6 706-1050 limits assumed): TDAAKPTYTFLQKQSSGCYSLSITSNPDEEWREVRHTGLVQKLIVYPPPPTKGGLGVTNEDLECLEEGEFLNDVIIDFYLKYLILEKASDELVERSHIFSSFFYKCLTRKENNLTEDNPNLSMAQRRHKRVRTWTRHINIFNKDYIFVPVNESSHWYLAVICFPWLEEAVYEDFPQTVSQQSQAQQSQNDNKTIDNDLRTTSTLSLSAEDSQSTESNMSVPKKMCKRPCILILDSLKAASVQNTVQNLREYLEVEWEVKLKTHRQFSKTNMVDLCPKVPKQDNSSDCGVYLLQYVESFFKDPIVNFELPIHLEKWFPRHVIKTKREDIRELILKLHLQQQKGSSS
Apaf1 inhib – blocks human Apaf-1 apoptosome activity; AID 489030; reconstituted apoptosome caspase-3 activity, DEVD-Rh110 fluorescence; 0.71% of 330,000 active; O14727; inhibition, % at 20 µM; active means inhibition of at least 40% at 20 µM;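 further: plate controls were DMSO wells for no effect and DEVD-CHO caspase inhibitor wells for full effect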
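System: Apoptosome proteins | Medium: Hepes pH 7.5 with detergent and BSA | Also added: Cytochrome c trigger plus (Z-DEVD)2-Rh110 caspase-3 substrate | Incubation: 30 min compound preincubation, 50 min activation, room temperature | Detection: Rhodamine 110 fluorescence at Ex 480/Em 540 nm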
SENP8 block-1 – inhibitors of human SENP8 protease; inhibition, % at 20 µM; recombinant SENP8, Nedd8 substrate fluorescence; 0.64% of 360,000 active; AID 602440; in the data active means inhibition mostly above about 40%, no sharp cut-off; inactive means mostly below about 27%
Target sequence (Q96LD8 whole entry, looked up): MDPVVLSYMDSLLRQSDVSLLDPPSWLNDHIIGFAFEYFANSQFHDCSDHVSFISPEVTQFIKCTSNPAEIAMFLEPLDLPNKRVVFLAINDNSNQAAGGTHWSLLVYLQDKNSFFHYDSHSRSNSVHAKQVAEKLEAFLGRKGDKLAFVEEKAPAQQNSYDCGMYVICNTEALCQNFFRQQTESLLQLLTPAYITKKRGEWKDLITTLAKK
SENP1 FRET inh – inhibitors of human SENP1 SUMO protease catalytic domain; AID 624204; inhibition, % at 10 µM; 0.21% of 360,000 active; recombinant SENP1 catalytic domain, CyPet-SUMO1-YPet FRET cleavage; Q9P0U3;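 active means inhibition at least 30% at 10 µM, raw YFP signal under a set limit, fluorescence ratio 0.5 to 1.5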;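 further: 0% = enzyme with DMSO and 100% = no enzyme wells; some results filed as inactive read as strong as hits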
Target sequence (Q9P0U3 419-644 limits assumed): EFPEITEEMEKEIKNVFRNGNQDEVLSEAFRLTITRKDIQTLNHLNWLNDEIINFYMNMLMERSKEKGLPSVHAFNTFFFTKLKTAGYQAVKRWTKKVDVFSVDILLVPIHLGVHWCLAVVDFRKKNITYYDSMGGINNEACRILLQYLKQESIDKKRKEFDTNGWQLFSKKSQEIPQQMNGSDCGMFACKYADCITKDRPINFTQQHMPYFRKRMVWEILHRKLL
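Controls: no-enzyme wells low, DMSO-plus-enzyme wells high control. Test system: human recombinant His6-tagged SENP1 catalytic domain enzyme. Reagent: SFCypet-SUMO1-SFYpet FRET protein substrate, 25 nM final. Doses: one dose per compound, 10 µM, 0.5% DMSO. Detection: FRET, CFP and YFP emission. Timing: 50 min reaction at room temperature.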
NLRP3 yeast inh – NALP3 inhibition in yeast; Yeast reconstituted NLRP3/ASC/caspase-1, beta-gal luminescence, 24 h; inhibition, % at 10 µM; 0.39% of 330,000 active; AID 2825;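 active means inhibition of 50% or more; inactive means inhibition below 50%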;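 further: plate controls were induced DMSO wells for no effect and uninduced yeast grown without galactose for full effect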
SENP8 block-2 – inhibitors of human SENP8 protease. inhibition, % at 10 µM. AID 2540. Q96LD8. 1.2% of 330,000 active. purified SENP8, Z-RLRGG-aminoluciferin cleavage, luminescence; in the data active means inhibition above about 50%
PfGluPho inh – PfG6PD (Plasmodium falciparum) enzyme inhibition. PfGluPho enzyme, NADPH resazurin-diaphorase fluorescence. inhibition, % at 20 µM. 0.78% of 350,000 active. AID 504690;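 active means inhibition reaching at least a set limit at 20 µM in the primary screen, cut at about 59% in these data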;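 further: 0% = DMSO wells with substrate and 100% = DMSO wells lacking glucose-6-phosphate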
SENP6 inh – SENP6 protease inhibition; Q9GZR1; Recombinant SENP6 catalytic domain, aminoluciferin luminescence; inhibition, % at 10 µM; 1.8% of 330,000 active;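 active means inhibition above about 50% at the single tested dose, limit read from the data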;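 further: plate controls were DMSO wells with enzyme for no effect and DMSO wells lacking enzyme for full effect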
HKDC1 inhibitor – blocks human hexokinase HKDC1 activity; Q2TB90; recombinant HKDC1, G6PDH/diaphorase resazurin coupled fluorescence; inhibition, % at 20 µM; 0.16% of 340,000 active; AID 493160;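 active means inhibition above about 35% when tested at 20 µM, limit read from the data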;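 further: plate controls were DMSO wells with enzyme for no effect and DMSO wells lacking enzyme for full effect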
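test system = in-house recombinant HK5 (HKDC1) enzyme | amount = HKDC1 at 5 µg/mL | control set = DMSO-enzyme wells negative, buffer-substituted wells positive | compound = one dose of 20 µM, 1% DMSO | schedule = reaction time 90 min, room temperature, protected from light | technique = resorufin fluorescence at 613 nm | reagent = glucose with 1 mM ATP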
* marks the source's active call; other numbers are inactive results; / = no result given.

SMILES	SENP7 block	Apaf1 inhib	SENP8 block-1	SENP1 FRET inh	NLRP3 yeast inh	SENP8 block-2	PfGluPho inh	SENP6 inh	HKDC1 inhibitor
COCCCNC(=O)C1CCN(S(=O)(=O)c2ccc3nc4c(c(C(=O)O)c3c2)CCCCC4)CC1	-9.7	0.7	1.5	-4.8	4.5	-2.2	-4.3	0.6	-3.7
COc1ccc(Nc2nc(N3CCN(S(C)(=O)=O)CC3)nc3ccccc23)c(OC)c1	-4.2	-3.8	-133.3	-1.8	13.0	-1.6	-4.3	-9.8	1.8
Fc1ccccc1Nc1nc(-c2ccncc2)nc2ccccc12	1.2	-321.1	-54.9	1.3	5.9	1.9	-4.6	2.3	-6.8
Nc1cc(OC(=O)c2cccs2)nn1S(=O)(=O)c1ccc(F)cc1	6.2	0.9	20.6	4.6	4.5	4.7	-5.3	-0.2	7.2
CCn1c(-c2ccccc2)c(C(=O)O)c2ccccc21	13.8	-0.9	-37.4	-0.1	21.6	3.4	2.3	-11.9	1.1
Cc1ccc2nc(NC(=O)CN3C(=O)C4CC=CCC4C3=O)sc2c1 (stereo unspecified)	-6.2	14.5	8.8	1.0	-4.5	-1.2	-23.4	-12.9	5.8
O=C(Nc1ccc2ccccc2c1)c1ccc(Cl)cc1Cl	84.7*	22.6	18.3	3.4	3.8	55.5*	-2.3	67.5*	-3.9
Cc1ccc(Nc2nc(-c3ccc(F)cc3)cs2)nc1	25.0	11.5	-3.3	1.6	17.4	31.5	14.9	40.6	-5.6
O=C(C1CCC(=O)N(C2CC2)C1)N1CCN(c2ccccc2Cl)CC1 (stereo unspecified)	-0.6	4.5	18.5	1.3	12.3	-1.6	-6.8	3.0	-6.2
NNC(=O)C1=NOC(CNc2ncc(C(F)(F)F)cc2Cl)C1 (stereo unspecified)	-0.5	-1.8	20.9	-2.8	17.4	-1.4	-3.3	9.1	-3.0
Cc1[nH]c(SCC(=O)c2c(N)n(C)c(=O)n(C)c2=O)nc1Cc1ccccc1	-2.3	7.5	-5.2	-0.1	7.7	5.1	10.8	2.2	-6.7
Cc1ccc(C23CC4CC(CC(C(=O)N(C)C)(C4)C2)C3)cc1	-10.9	8.3	12.5	-0.6	14.6	-0.3	2.2	-8.4	-4.0
CCOC(=O)N1CCN(C(=O)C2CCN(CC3CCCCC3)CC2)CC1	-1.4	-5.0	23.2	3.4	-5.5	-4.7	5.7	-7.8	-8.1
S=C(NCCCc1ccccc1)Nc1ccc(Br)cc1	-6.4	17.0	-5.7	2.3	31.5	5.3	21.5	-12.2	-0.2
CCCCC[C@@H]1C=C(C(=O)O)[C@H](c2ccc(OC)c(OC)c2)N1S(=O)(=O)c1ccc(C)cc1	-7.9	0.3	-13.4	-0.9	7.3	-4.9	-17.9	-6.7	2.6
Cc1ccc(C(=O)N2CCN(c3ncccn3)CC2)o1	0.2	-4.5	10.2	0.9	-5.1	-0.3	-8.9	-8.5	-2.5
CCCn1c(=N)c(S(=O)(=O)c2ccccc2)cc2c(=O)n3ccccc3nc21	2.0	-9.4	-444.6	-29.1	16.9	-0.2	-12.5	8.3	-1.9
OC[C@H]1O[C@@H](n2cnc3c(NCc4ccco4)ncnc32)[C@H](O)[C@@H]1O	/	/	-9.7	-4.2	/	/	-1.3	/	-3.5
Cc1ncc2c(n1)NC(=O)NC2	/	/	15.8	2.7	/	/	-8.3	/	-3.2
CSc1ccc(C#N)cc1NC(=O)c1cccc(Cl)c1	1.8	-1.7	1.1	-0.2	23.5	-1.8	5.3	-10.1	-3.6
Cc1ccc(CNC(=O)CCCC(=O)Nc2cc(C)on2)cc1	-0.8	-5.9	-1.2	0.4	-4.8	6.6	-13.1	4.6	-5.5
CCOc1ccc(S(=O)(=O)NCCC(=O)N2CCCC(C)C2)cc1 (stereo unspecified)	-5.3	24.9	4.1	0.6	12.2	-4.3	-2.7	-7.2	-8.0
COC(=O)c1c(NC(=O)C(=O)NCCCN2CCOCC2)sc2c1CCC2	2.8	2.9	-60.2	-1.9	24.1	-0.5	2.9	2.6	-2.4
COc1ccc(NC(=O)C2CCN(c3ncnc4c3nc3n4CCCCC3)CC2)c(OC)c1	-3.7	12.6	14.1	0.0	8.8	0.6	-28.3	19.0	-2.5
O=C(COC(=O)CNC(=O)c1ccccc1F)NCCNC(=O)COC(=O)CNC(=O)c1ccccc1F	-10.7	9.2	8.5	-0.4	-0.7	5.6	-5.0	-9.9	-3.3
Other entries.
SMILES	SENP7 block	Apaf1 inhib	SENP8 block-1	SENP1 FRET inh	NLRP3 yeast inh	SENP8 block-2	PfGluPho inh	SENP6 inh	HKDC1 inhibitor
CC(C)CN(C(=O)COC(=O)Cc1c[nH]c2ccccc12)C1CCS(=O)(=O)C1 (stereo unspecified)	-16.1	2.1	5.9	-0.2	-2.9	-4.4	-13.2	1.0	-3.7
CC(=O)Nc1ccc(NC(=O)CC2SC(=O)N(CC(=O)c3ccccc3)C2=O)cc1 (stereo unspecified)	-0.6	-0.3	12.1	1.5	8.1	-0.2	1.0	5.3	-3.5
CCOC(=O)C1(Cc2cccc(OC)c2)CCCN(Cc2nccn2CC)C1 (stereo unspecified)	-9.8	14.9	5.8	-2.0	-1.4	-9.7	8.1	-8.4	-6.8
CC(=O)c1ccc(OCc2cc(C(=O)N3CCN(C4CCCC4)C(=O)C3)no2)cc1	16.1	-1.3	-4.8	0.0	14.2	-2.4	6.5	0.2	-9.1
Cc1ccc(C(=O)CSc2nc3cccnc3n2C)cc1	9.8	-0.6	24.1	-0.7	17.0	3.3	14.4	12.6	-1.0
COCCN(Cc1ccco1)C(=O)Cn1ncc2c(=O)oc3ccccc3c21	-6.8	-23.3	35.5	-0.8	-0.2	8.0	-17.4	7.6	-8.7
CCCC(C)C(=O)Nc1nnc(C)s1 (stereo unspecified)	11.1	4.2	28.9	0.9	-11.3	-1.7	-10.2	-0.2	-10.7
CCC(C)NC(=O)CSc1ccc(Cl)cc1 (stereo unspecified)	-7.6	-3.2	15.1	1.2	9.5	-9.1	8.1	-6.8	-3.7
CCOc1ccc(OCC(=O)Nc2c3c(nn2C(C)(C)C)CS(=O)(=O)C3)cc1	2.2	4.2	12.2	1.3	13.1	3.7	32.7	-11.7	11.8
Cc1ccc(C)c(S(=O)(=O)N2CCCOC2CNC(=O)C(=O)NCCc2ccco2)c1 (stereo unspecified)	0.3	-5.7	8.3	0.8	4.2	-5.5	2.2	8.2	-4.0
O=C(CSc1nc2ccccc2c(=O)n1CC1CCCO1)NCC1CCCO1 (stereo unspecified)	2.1	-5.3	13.3	0.9	12.0	-4.4	0.9	8.8	-5.1
CCN(CC)CCN(Cc1cc2cc3c(cc2[nH]c1=O)OCO3)C(=S)NCc1ccco1	12.3	9.7	-381.7	1.5	19.6	-0.4	20.5	15.6	9.2
Cc1c(C2(O)CCCCC2)[nH]c2ccc(C#N)cc12	-3.7	12.6	-50.0	-4.0	35.0	-5.0	16.0	-13.7	-2.9
O=C(NCCc1nc2ccccc2[nH]1)Nc1ccccc1	-0.9	-13.8	12.5	0.5	-10.5	0.2	-5.9	16.6	-7.4
OCc1n[nH]c(CO)n1	-7.1	-13.8	6.5	1.2	2.7	-5.1	-6.8	1.1	8.3
COc1ccccc1CNC(=O)C(CCSC)NC(=O)C1CCC(C)CC1 (stereo unspecified)	-2.6	8.7	4.4	0.9	8.4	6.1	0.9	3.3	-0.7
Cn1c(SCC(=O)N/N=C/C=C\c2ccccc2[N+](=O)[O-])nc2ccccc21	6.6	5.7	23.5	2.8	7.7	7.8	-11.1	13.8	-2.9
CCCc1cc(C(=O)N(C2CCCCC2)C2CCCCC2)no1	6.4	16.7	16.4	1.7	7.2	-8.1	14.1	-0.3	-0.6
COc1cc(C(=O)NC(=S)NNC(=O)c2ccc3c(c2)OCO3)cc(OC)c1OC	4.6	7.5	4.8	2.0	19.2	6.9	-2.3	-15.6	-4.0
O=C(CNC(=O)c1cccc(-n2cnnn2)c1)Nc1ccc(F)c(F)c1	-2.5	13.5	-1.8	-0.4	8.8	-16.3	-7.2	-21.9	-7.1
CC(C)CNC(=O)CCCc1ccccc1	1.7	9.1	10.5	1.2	1.3	-2.3	-3.7	-18.5	3.9
S=c1[nH]c(-c2cccs2)cn1-c1ccccc1	-0.8	-2.3	-195.6	0.9	18.7	-8.5	52.9	-4.3	1.3
Cc1ccc(NC(=O)C2CCN(S(=O)(=O)c3c(C)n[nH]c3C)CC2)nc1	-0.6	-8.2	13.7	2.9	7.2	10.5	-3.0	8.3	-5.3
CCCCC1(Br)C(=O)N(c2ccccc2)N(c2ccccc2)C1=O	3.5	8.7	-3.5	-5.7	8.2	2.0	-0.5	2.0	0.4
C#CCOCCOCCOCCNc1nc(N2CCN(C(=O)[C@H](Cc3ccc(O)cc3)n3cc([C@@H](N)C(C)CC)nn3)CC2)nc(N2CCN(C(=O)[C@H](Cc3cc4ccccc4[nH]3)n3cc([C@@H](N)C(C)CC)nn3)CC2)n1 (stereo partly specified)	-10.1	32.8	-7.0	-20.5	9.3	-6.2	31.8	0.1	4.7
(continued)
SMILES	SENP7 block	Apaf1 inhib	SENP8 block-1	SENP1 FRET inh	NLRP3 yeast inh	SENP8 block-2	PfGluPho inh	SENP6 inh	HKDC1 inhibitor
COc1ccc(OC)c(/C=N\NC(=O)c2ccc(-c3ccccc3)cc2)c1	-4.0	19.6	-445.3	-111.8	27.9	-3.5	-13.5	-7.3	2.0
CC(C)(C)OC(=O)C[C@H]1C/C=C\C[C@@H](CC(=O)N(CCO)Cc2ccccc2)C(=O)N2CCC[C@H]2COC1=O	-6.0	10.0	3.5	0.6	0.4	-16.0	-22.0	-13.8	-1.0
COc1ccccc1N1CCN(C(=O)CSc2nc(N)cc(=O)[nH]2)CC1	-3.8	-19.6	12.9	0.4	19.5	0.8	-0.7	-10.2	-14.5
Clc1cc(Br)ccc1OCCn1ccnc1	6.0	7.5	2.0	1.1	21.9	-3.2	-7.4	-8.4	2.5
O=C(CSc1nc2ccccc2c(=O)n1NC(=O)c1ccccc1)c1ccccc1	4.1	13.9	0.4	1.2	23.6	-1.2	-22.9	9.7	1.2
O=S(=O)(O/N=C1\CCCc2ccccc21)c1ccccc1	0.0	-7.7	39.3	3.3	7.4	-3.0	3.7	-7.8	0.1
Cc1sc2nc(CSCC(=O)N3CC(C)OC(C)C3)[nH]c(=O)c2c1C (stereo unspecified)	-5.5	10.1	-10.3	-1.8	8.6	16.1	5.6	8.2	-2.7

4 compounds from above, showing only SENP8 block-2, PfGluPho inh and Apaf1 inhib:
Molecule	SENP8 block-2	PfGluPho inh	Apaf1 inhib
CC(C)(C)OC(=O)C[C@H]1C/C=C\C[C@@H](CC(=O)N(CCO)Cc2ccccc2)C(=O)N2CCC[C@H]2COC1=O	-16.0	-22.0	10.0
COc1ccccc1N1CCN(C(=O)CSc2nc(N)cc(=O)[nH]2)CC1	0.8	-0.7	-19.6
Clc1cc(Br)ccc1OCCn1ccnc1	-3.2	-7.4	7.5
O=C(CSc1nc2ccccc2c(=O)n1NC(=O)c1ccccc1)c1ccccc1	-1.2	-22.9	13.9

Compounds were not picked by outcome; any-hit rate near 4.1%.
